From PubChem BioAssay
GIRK2 act: Activators of human GIRK2-containing channels. HEK293 GIRK2/NPY4 cells, thallium flux fluorescence. 34,000 tested, under 10 active. activation (% efficacy), % for hits at 37.5 µM. P48051;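 active means primary screen hit, no activity in plain HEK293 cells, and in GIRK2-only cells above 5% efficacy rising with concentration; inactive means the rest, including fluorescent compounds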;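 further: efficacy is normalized control-subtracted fluorescence 15 s after thallium addition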
Target sequence (P48051 whole entry, looked up): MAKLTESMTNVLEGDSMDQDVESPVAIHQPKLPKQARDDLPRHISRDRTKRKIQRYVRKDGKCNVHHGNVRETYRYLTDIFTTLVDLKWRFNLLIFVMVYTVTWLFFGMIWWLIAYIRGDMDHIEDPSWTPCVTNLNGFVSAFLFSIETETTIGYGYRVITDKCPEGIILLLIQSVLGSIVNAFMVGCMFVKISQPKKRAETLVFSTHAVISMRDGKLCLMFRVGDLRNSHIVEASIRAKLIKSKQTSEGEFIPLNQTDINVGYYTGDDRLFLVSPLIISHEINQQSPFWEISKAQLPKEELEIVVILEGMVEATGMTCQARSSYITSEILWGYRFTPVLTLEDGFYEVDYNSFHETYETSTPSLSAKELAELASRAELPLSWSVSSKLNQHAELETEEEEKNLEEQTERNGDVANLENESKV
Calls only. Only part of the results is shown (hit frequency here may not be typical).

`COc1ccc(CC(=O)NCC2CCN(C(C)C)CC2)cc1OC` gave GIRK2 act inactive.
For CC(C)OCCCn1c(N)c(S(=O)(=O)c2cccs2)c2nc3ccccc3nc21 the results were GIRK2 act inactive.
Screening COc1ccc(-c2nnc(NC(=O)c3cc(C)n(C)n3)o2)cc1OC returned GIRK2 act inactive.
Cc1cc(-c2nnc(NC(=O)COc3ccc(Cl)cc3Cl)o2)n(C)n1 was read as GIRK2 act inactive.
Screening COc1ccccc1OCC(=O)Nc1cc(C2CC2)nn1-c1nc(C)cc(=O)[nH]1 returned GIRK2 act inactive.
For Cc1cc(C(=O)N(Cc2ccsc2)Cc2ccccn2)c(C)o1 the results were GIRK2 act inactive.
`O=C(c1ccc(F)cc1Cl)N1CCC2(CC1)NC(=O)N(CCOc1ccccc1)C2=O` gave GIRK2 act inactive.
For COc1cccc(C(=O)NCCOc2ccc(F)cc2)c1 the results were GIRK2 act inactive.
CCCCOc1ccc(NC(=O)Nc2ccc3c(c2)CN(C(=O)CC)CC3)cc1 was read as GIRK2 act inactive.
For Cc1ccc(C(=O)NCCOc2ccc3nnc(-c4ccccc4Cl)n3n2)cc1C the results were GIRK2 act inactive.
Screening COc1ccccc1-c1c(C)nn2c(NC3CCCC3)cc(C)nc12 returned GIRK2 act inactive.
Screening O=C(NCCNc1ccc(Nc2ccncc2)nn1)Nc1ccc2c(c1)OCCO2 returned GIRK2 act inactive.
`CCc1nnsc1C(=O)Nc1ccc(S(=O)(=O)N2CCOCC2)cc1` gave GIRK2 act inactive.
CS(=O)(=O)N1CCCC1C(=O)Nc1nc2c(F)cccc2s1 (configuration not stated) was read as GIRK2 act inactive.
CCN(CC)CCNC(=O)Cc1cc(-c2ccc(F)cc2F)on1 was read as GIRK2 act inactive.
For O=C(CNS(=O)(=O)c1ccc2c(c1)CCCC2)N1CCOC(c2ccccc2)C1 (configuration not stated) the results were GIRK2 act inactive.
Screening Cc1cc(NC(=O)C(=O)NCC2CCN(Cc3ccco3)CC2)c2ccccc2n1 returned GIRK2 act inactive.
`COCCNC(=O)C(=O)NCc1ccsc1` gave GIRK2 act inactive.
For CCc1ccc(Oc2cc(N3CCC(C(=O)NCc4ccc(F)c(Cl)c4)CC3)ncn2)cc1 the results were GIRK2 act inactive.
COc1ccc(-c2ccc(=O)n(CCCNC(=O)c3ccc(S(N)(=O)=O)cc3)n2)cc1 was read as GIRK2 act inactive.
For CCOc1cccc2cc(S(=O)(=O)c3ccc(OC)c(OC)c3)c(=O)oc12 the results were GIRK2 act inactive.
COc1ccc(NC(=O)N2CCN(c3ccc4nnc(C)n4n3)CC2)cc1OC was read as GIRK2 act inactive.
For CCC(CO)NC(=O)C(=O)Nc1c2c(nn1-c1cccc(Cl)c1)CS(=O)(=O)C2 (configuration not stated) the results were GIRK2 act inactive.
`CSc1ccccc1CN1CCC(CNC(=O)NCCc2ccccc2)CC1` gave GIRK2 act inactive.
For Cc1nn(C(=O)N2CCOCC2)c(C)c1CN1C(=O)c2ccccc2C1=O the results were GIRK2 act inactive.
`CC(O)(CNC(=O)NCc1cccs1)c1ccc2c(c1)OCO2` (configuration not stated) gave GIRK2 act inactive.
Screening COc1ccc(NC(=O)CSc2nc(-c3sc(-c4ccccc4)nc3C)cc(=O)[nH]2)cc1Cl returned GIRK2 act inactive.
For Cc1ccccc1Cn1cc(C(=O)Nc2cccc([N+](=O)[O-])c2)ccc1=O the results were GIRK2 act inactive.
Screening O=C(NC1CCCCC1N1C(=O)CSC1=O)c1ccc(Cl)s1 (configuration not stated) returned GIRK2 act inactive.
`CC(O)CNc1nc2c(c(=O)[nH]c(=O)n2C)n1Cc1ccc(F)cc1` (configuration not stated) gave GIRK2 act inactive.
Screening CC1=NN(c2ccccc2)C(=O)C1C(=O)c1cccc(F)c1 (configuration not stated) returned GIRK2 act inactive.
For CSCCC(C)(O)CNC(=O)C1c2ccccc2Oc2ccccc21 (configuration not stated) the results were GIRK2 act inactive.
For CCn1nc(C)cc1C(=O)N(CCN1CCOCC1)c1nc2c(OC)ccc(C)c2s1 the results were GIRK2 act inactive.
COc1ccc(S(=O)(=O)NCC2CCN(C(=O)c3cccnc3SC)CC2)cc1Cl was read as GIRK2 act inactive.
For O=C(CCc1ccccc1)Nc1cccc(N2CCCCC2=O)c1 the results were GIRK2 act inactive.
Cc1noc(C)c1C1NCCn2cccc21 (configuration not stated) was read as GIRK2 act inactive.
Screening CS(=O)(=O)N1CCC(C(=O)NCCc2csc3nc(-c4cccs4)nn23)CC1 returned GIRK2 act inactive.
Screening CSc1ccccc1C(=O)NCc1n[nH]c(=O)c2ccccc12 returned GIRK2 act inactive.
COc1cn(CC(=O)Nc2cccc3ccccc23)c(CSc2nc(C)cs2)cc1=O was read as GIRK2 act inactive.
Screening Cn1c(=O)c2cc(C(=O)NCCN3CCOCC3)sc2n(C)c1=O returned GIRK2 act inactive.
`COc1ccccc1C(=O)Nc1ccc(Nc2ccc(C)nn2)cc1` gave GIRK2 act inactive.
`O=C(NCCN1CCn2cc(OCc3ccccc3)c(=O)cc2C1=O)c1ccc(=O)[nH]c1` gave GIRK2 act inactive.
Screening O=S(=O)(/C=C/c1ccccc1)N1CCN(c2ccc(-c3ccco3)nn2)CC1 returned GIRK2 act inactive.
COc1ccc2sc(=NC(=O)c3cc(C)no3)n(CCSC)c2c1 was read as GIRK2 act inactive.
Screening O=c1nc(SCc2ccc(C(F)(F)F)cc2)c2c(n1CC1CCCO1)CCC2 (configuration not stated) returned GIRK2 act inactive.
`O=S(=O)(NCCOc1ccc(-c2ccccc2)nn1)c1ccc(F)c(Cl)c1` gave GIRK2 act inactive.
For COC(=O)c1ccc(C(=O)NCC(O)c2ccc(C(F)(F)F)cc2)cc1 (configuration not stated) the results were GIRK2 act inactive.
CCN(C1CCCCC1)S(=O)(=O)c1ccc(C(=O)Nc2ccc(F)cc2)cc1 was read as GIRK2 act inactive.
`COCCCN1COc2ccc3c(C)c(-c4ccc(OC)cc4)c(=O)oc3c2C1` gave GIRK2 act inactive.
For O=C(NCCn1ncc2c(N3CCCC3)ncnc21)c1cccc(C(F)(F)F)c1 the results were GIRK2 act inactive.
For COc1coc(C(=O)Nc2ccc(C(N)=O)cc2)cc1=O the results were GIRK2 act inactive.
For O=C1CN(C(=O)Cn2c(=O)[nH]c3ccccc3c2=O)CCN1 the results were GIRK2 act inactive.
Cc1ccc(S(=O)(=O)CCCC(=O)Nc2ccccc2-c2nc3ccccc3[nH]2)cc1 was read as GIRK2 act inactive.
For O=C(Nc1nnc(CCS(=O)(=O)c2ccccc2)o1)c1cccs1 the results were GIRK2 act inactive.
`CCCCC(=O)Nc1nnc(-c2ccnn2C(C)C)o1` gave GIRK2 act inactive.
`CC(=O)N1CCc2c(sc3nc(SCC(=O)N4CCOCC4)n(-c4ccccc4)c(=O)c23)C1` gave GIRK2 act inactive.
COc1ccc(OC)c(NC(=O)C(=O)NCC(=O)N2CCOC(c3ccccc3)C2)c1 (configuration not stated) was read as GIRK2 act inactive.
Screening N#C/C(=C\N1CCN(Cc2ccccc2)CC1)C(=O)NCc1ccccc1 returned GIRK2 act inactive.
For O=C(CCSc1ccccc1)Nc1ccc2c(c1)CN(C(=O)C1CC1)CC2 the results were GIRK2 act inactive.
Screening Cc1ccsc1C(O)CNC(=O)c1cnccn1 (configuration not stated) returned GIRK2 act inactive.
`CC(=O)N1CCc2c(sc(NC(=O)c3ccc(S(=O)(=O)C(C)C)cc3)c2C(N)=O)C1` gave GIRK2 act inactive.
`CC(Oc1ccccc1)C(=O)Oc1ccc2c(c1)ncn2C` (configuration not stated) gave GIRK2 act inactive.
COc1ccc(Cl)cc1C(=O)NCC1CCN(S(=O)(=O)C2CC2)CC1 was read as GIRK2 act inactive.
Screening O=C(C1CCCC1)N1CCc2ccc(NS(=O)(=O)c3ccc(F)c(Cl)c3)cc21 returned GIRK2 act inactive.
`COc1cccc(OCC(=O)N2CC(=O)Nc3ccccc32)c1` gave GIRK2 act inactive.
For COc1ccc(/C=C/C(=O)Nc2sc3c(c2C#N)CCC(C)C3)cc1OC (configuration not stated) the results were GIRK2 act inactive.
CC(C)n1nccc1-c1nnc(NC(=O)Cc2ccccc2)o1 was read as GIRK2 act inactive.
`COc1cccc(-c2cc(CC(=O)Nc3ccccc3C(F)(F)F)no2)c1` gave GIRK2 act inactive.
`CCOc1ccc(NC(=O)Cc2csc(NC(=O)c3ccc(=O)[nH]c3)n2)cc1` gave GIRK2 act inactive.
For Cc1cc(-c2nnc(NC(=O)CSCc3ccccc3)o2)nn1C(C)C the results were GIRK2 act inactive.
Screening Cc1ccc(Nc2nc(C)c([N+](=O)[O-])c(N3CCCCC3)n2)cc1 returned GIRK2 act inactive.
COCCNC(=O)Cn1nc2c(c1NC(=O)c1ccc(-c3ccccc3)cc1)CSC2 was read as GIRK2 act inactive.
`CC(O)(CNC(=O)c1ccc(Cl)s1)c1ccccc1` (configuration not stated) gave GIRK2 act inactive.
C=CCNC(=O)c1nc(-c2nc(-c3ccccn3)no2)cs1 was read as GIRK2 act inactive.
For COc1ccc(CC(=O)Nc2cc(C)nn2-c2nc(-c3ccccc3)cs2)cc1 the results were GIRK2 act inactive.

Reprinted from the part before: two entries, followed by the next part.
C=CCNC(=O)c1nc(-c2nc(-c3ccccn3)no2)cs1 was read as GIRK2 act inactive.
For COc1ccc(CC(=O)Nc2cc(C)nn2-c2nc(-c3ccccc3)cs2)cc1 the results were GIRK2 act inactive.
COc1cc(COCC2CCN(C(=O)c3cccs3)CC2)cc(OC)c1 was read as GIRK2 act inactive.
COc1ccc(N2CCN(C(=O)c3cc4ccccc4oc3=O)CC2)nn1 was read as GIRK2 act inactive.
CC(C)COc1ccc(S(=O)(=O)Nc2ccc3c(c2)N(C(=O)c2ccco2)CC3)cc1 was read as GIRK2 act inactive.
O=C(CN1C(=O)CCC1=O)Nc1onc2c1CSC2 was read as GIRK2 act inactive.
`COc1ccc(CC(=O)N2CCOC(c3ccccc3)C2)cc1` (configuration not stated) gave GIRK2 act inactive.
CC1CCc2c(sc(NC(=O)CCCS(=O)(=O)c3ccccc3)c2C(N)=O)C1 (configuration not stated) was read as GIRK2 act inactive.
Screening Cc1ccccc1OCC(=O)NCC1CCN(C(=O)Nc2ccc(F)cc2)CC1 returned GIRK2 act inactive.
CC(=O)N1CCc2c(sc(NC(=O)c3cc(C)n(C)n3)c2-c2nc3ccccc3s2)C1 was read as GIRK2 act inactive.
For O=C(Nc1ccc2ncsc2c1)C1CCCN1S(=O)(=O)c1cccs1 (configuration not stated) the results were GIRK2 act inactive.
O=C(CSc1nc2ccsc2c(=O)n1CCc1ccccc1)Nc1ccccc1F was read as GIRK2 act inactive.
Screening COc1cccc2sc(N(CC3CCCO3)C(=O)c3ccnn3C)nc12 (configuration not stated) returned GIRK2 act inactive.
`COc1ccc2c(CC(=O)NCc3cccnc3)cc(=O)oc2c1` gave GIRK2 act inactive.
For CCOC(=O)Cn1c(=NC(=O)c2ccn(C)n2)sc2cc3c(cc21)OCCO3 the results were GIRK2 act inactive.
Screening CN(CCc1ccncc1)S(=O)(=O)c1ccc(N2C(=O)CCS2(=O)=O)cc1 returned GIRK2 act inactive.
CC1CCN(c2oc(-c3ccc(S(=O)(=O)N4CCC(C)CC4)cc3)nc2C#N)CC1 was read as GIRK2 act inactive.

Retrieved by structure from the list above:
For CCOC(=O)Cn1c(=NC(=O)c2ccn(C)n2)sc2cc3c(cc21)OCCO3 the results were GIRK2 act inactive.
O=C(CSc1nc2ccsc2c(=O)n1CCc1ccccc1)Nc1ccccc1F was read as GIRK2 act inactive.

Going on with the list.
Screening O=C(Cc1cccc2ccccc12)N1CCC(c2cccs2)CC1 returned GIRK2 act inactive.
CCOc1ccc(NC(=O)c2ccc(Oc3nccnc3N3CCCCC3)cc2)cc1 was read as GIRK2 act inactive.
Screening Cc1ccnc(Oc2ccc(C(=O)N3CCN(c4ncccn4)CC3)cc2)n1 returned GIRK2 act inactive.
`COCC(C)(O)CNC(=O)c1snnc1C` (configuration not stated) gave GIRK2 act inactive.
For COc1cccc(N2CC(c3nc4ccccc4n3CC(O)COc3c(C)cccc3C)CC2=O)c1 (configuration not stated) the results were GIRK2 act inactive.
For Cc1cc(C)n(-c2nc3c(c(=O)n(CC(N)=O)c(=O)n3C)n2Cc2ccccc2C)n1 the results were GIRK2 act inactive.
`COc1ccccc1OCC(=O)Nc1ccc2c(c1)N(C(=O)c1cccs1)CC2` gave GIRK2 act inactive.

Some of these compounds in order of number of heavy atoms, ascending.
`COCC(C)(O)CNC(=O)c1snnc1C` (configuration not stated) gave GIRK2 act inactive.
Screening O=C(Cc1cccc2ccccc12)N1CCC(c2cccs2)CC1 returned GIRK2 act inactive.
Screening Cc1ccnc(Oc2ccc(C(=O)N3CCN(c4ncccn4)CC3)cc2)n1 returned GIRK2 act inactive.
For Cc1cc(C)n(-c2nc3c(c(=O)n(CC(N)=O)c(=O)n3C)n2Cc2ccccc2C)n1 the results were GIRK2 act inactive.

Nothing new here: entries from further up.
For Cc1cc(C)n(-c2nc3c(c(=O)n(CC(N)=O)c(=O)n3C)n2Cc2ccccc2C)n1 the results were GIRK2 act inactive.
`COc1ccccc1OCC(=O)Nc1ccc2c(c1)N(C(=O)c1cccs1)CC2` gave GIRK2 act inactive.
